Source: PubChem BioAssay
POLI inh – blocks human DNA polymerase iota activity | Pol iota fluorescent replication assay, 10 min | actives 1% (n = 390,000) | AID 588590 | Q9UNA4 | Potency, µM (series often up to 115 µM), inactives show at the highest dose activity, negative = inhibition, actives largely listed as inhibitors
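Fluorescent replication assay read twice, at 0 min and 10 min after adding 50 nM (final) substrate. Enzyme (10 nM) and compounds were first incubated 15 min at room temperature; enzyme-free buffer wells were negative controls.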
Pin1 inhibitor – human Pin1 inhibition. Q13526. Pin1 FP peptide displacement, HiFluor488, 10 min. Potency, µM (doses to about 115 µM), for the others: at the top dose activity, negative = inhibition, usual class: inhibitors. actives 0.009% (n = 390,000); active = well fitted inhibition curve with a large enough effect in the polarisation, with a control signal flat, not every such curve was filed as active; inconclusive = small, poorly fitted or top-dose-only effect, or effect the other way, or a change in a side signal; inactive = no such curve, though single readings can be large or run the other way; the % refers to the polarisation; also: % is scaled to controls: 0 for no effect and ±100 for the full control effect
Target sequence (Q13526 whole entry, looked up): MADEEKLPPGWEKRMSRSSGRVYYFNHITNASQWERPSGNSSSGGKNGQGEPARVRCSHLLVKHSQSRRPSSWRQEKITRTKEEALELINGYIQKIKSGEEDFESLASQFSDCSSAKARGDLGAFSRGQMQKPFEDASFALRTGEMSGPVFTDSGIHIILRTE
BLM inh – Bloom syndrome helicase (human) inhibition. P54132. recombinant BLM DNA unwinding, fluorescence dequenching. Potency, µM (top dose mostly 56.1 µM), for the others: at the highest dose activity change, negative = inhibition, hits mostly inhibitors. actives 0.2% (n = 350,000). AID 2528;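 also: plate controls were vehicle for no effect and no enzyme for full effect; nearly all actives have a fitted effect of over 35% in size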
BAZ2B inh – BAZ2B (human) inhibition; AlphaScreen BAZ2B-H3K14Ac peptide displacement; Potency, µM (top dose mostly 114 µM), for inactives: at the top dose activity change, negative = inhibition, actives largely listed as inhibitors; AID 504333; Q9UIF8; actives 4.4% (n = 360,000); also: % is scaled to controls: 0 for no effect and ±100 for the full control effect; nearly all actives have a fitted effect of over 60% in size
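Multi-concentration screen (max 110 uM) measuring displacement of acetylated histone H3 peptide from BAZ2B by AlphaScreen, using 50 nM protein, 50 nM peptide and 10 ug/mL streptavidin donor plus Ni-chelate acceptor beads.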
JMJD2A Tudor inh – JMJD2A Tudor domain (human) inhibition; O75164; AlphaScreen JMJD2A-Tudor / H3K4me3 peptide binding; actives 4.4% (n = 390,000); Potency, µM (top dose mostly 114 µM), for the others: at the top dose activity change, negative = inhibition, actives largely listed as inhibitors; also: % is scaled to controls: 0 for no effect and ±100 for the full control effect; nearly all actives have a fitted effect of over 50% in size
GLS inhibitor – glutaminase GLS (human) inhibition. Potency, µM (series often up to 45.5 µM), for the others: at the highest dose activity change, negative = inhibition, hits mostly inhibitors. actives 0.21% (n = 410,000). GLS enzymatic activity, qHTS titration. O94925; also: % is scaled to controls: 0 for no effect and ±100 for the full control effect
Target sequence (O94925 whole entry, looked up): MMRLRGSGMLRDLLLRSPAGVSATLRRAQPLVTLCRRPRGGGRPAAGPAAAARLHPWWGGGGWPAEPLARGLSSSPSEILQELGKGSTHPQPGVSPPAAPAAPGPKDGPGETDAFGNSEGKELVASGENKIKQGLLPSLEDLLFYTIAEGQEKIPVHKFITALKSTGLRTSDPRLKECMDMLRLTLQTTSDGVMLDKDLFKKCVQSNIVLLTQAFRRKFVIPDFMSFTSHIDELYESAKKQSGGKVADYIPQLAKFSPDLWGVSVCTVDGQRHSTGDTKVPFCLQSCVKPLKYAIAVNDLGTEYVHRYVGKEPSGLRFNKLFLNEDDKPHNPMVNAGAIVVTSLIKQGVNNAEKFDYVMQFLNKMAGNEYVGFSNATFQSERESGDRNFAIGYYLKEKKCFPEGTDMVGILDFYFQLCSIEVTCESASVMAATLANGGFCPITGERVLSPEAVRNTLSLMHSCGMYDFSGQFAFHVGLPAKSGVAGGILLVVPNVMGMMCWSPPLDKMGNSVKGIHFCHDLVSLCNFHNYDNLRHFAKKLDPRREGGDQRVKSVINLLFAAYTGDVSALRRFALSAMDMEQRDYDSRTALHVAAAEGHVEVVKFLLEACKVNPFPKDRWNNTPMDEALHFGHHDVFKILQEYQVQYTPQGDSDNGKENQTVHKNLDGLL
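hKGA in 45 mM KH2PO4 (pH 8.2), 0.02% Tween-20 with compound, then 1mM L-Glutamine (stock as added) plus glutamate oxidase/HRP/Amplex red coupling mix. Fluorescence read initially and after 30 min at RT; signal change reflects glutamate formation.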
HP1b binding inh – blocks HP1-beta chromodomain binding to methylated histone tails; P83916; AlphaScreen HP1-beta / biotin-H3K9me3 peptide binding; Potency, µM (top dose mostly 114 µM), inactives show at the top dose activity change, negative = inhibition, usual class: inhibitors; actives 0.56% (n = 390,000); AID 540317; also: nearly all actives have a fitted effect of over 70% in size; inactives centre near 23
Target sequence (P83916 whole entry, looked up): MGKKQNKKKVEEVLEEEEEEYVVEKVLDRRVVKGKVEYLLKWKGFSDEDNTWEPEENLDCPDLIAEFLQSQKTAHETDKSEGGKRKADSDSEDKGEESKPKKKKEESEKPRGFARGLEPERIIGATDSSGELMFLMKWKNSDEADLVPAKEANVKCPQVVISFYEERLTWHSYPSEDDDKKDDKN
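HP1-beta protein (50 nM final) preincubated 30 min at room temperature with biotinylated H3(1-18)K9me3 peptide (50 nM) in PBS pH 7.4, 0.01% Tween-20, then compound added for 30 min. AlphaScreen streptavidin donor/nickel chelate acceptor beads (10 ug/mL final), 30 min dark, luminescence read.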
G9a block – blocks human histone lysine methyltransferase G9a | Q96KQ7 | G9a H3K9 monomethylation, AlphaScreen, 2 h | Potency, µM (top dose mostly 102 µM), without a hit: at the top dose activity, negative = inhibition, actives largely listed as inhibitors | actives 8.8% (n = 350,000) | AID 504332; also: % is scaled to controls: 0 for no effect and ±100 for the full control effect; nearly all actives have a fitted effect of over 75% in size
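Signal arises when biotinylated H3K9 peptide, once monomethylated, bridges streptavidin donor and antibody-captured acceptor beads. Enzyme at 20 nM was preincubated 15 min with test compounds; peptide 500 nM and SAM 20 uM then reacted for 2 h.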
Tb PGK inh – T. brucei PGK inhibition; P07378; PGK/GAPDH coupled, Kinase-Glo luminescence, 60 min; Potency, µM (doses to about 57.5 µM), for inactives: at the top dose activity change, negative = inhibition, most hits filed as inhibitors; actives 0.043% (n = 380,000); also: % is scaled to controls: 0 for no effect and ±100 for the full control effect; nearly all actives have a fitted effect of over 60% in size
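Luminescent ATP detection (Kinase-Glo Plus) follows a 60-minute room-temperature incubation, with wells lacking PGK as controls. Buffer: 100 mM TEA (pH 7.6), 5 mM MgCl2, 0.01% Tween-20. Coupling enzyme GAPDH (100 nM final) supplies unstable 1,3-BPG in-well.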
Active calls of the source: *; [ ] = another dose, or the depositor's remark. Unless noted, calls follow the shape of the dose curve; as a rule, active = well fitted curve in the direction sought with a large enough effect; inconclusive = small, poorly fitted or top-dose-only effect, or another doubt; inactive = no such curve, though single readings can be large; an effect the other way counts as inactive or inconclusive. Potency is read from the fitted curve at half-maximal effect. An excerpt. The share of hits here may be higher or lower than overall.

O=C(NCc1cc(Br)cc(Br)c1OC(=O)c1ccccc1[N+](=O)[O-])c1ccccc1 was read as POLI inh 14%, Pin1 inhibitor 1%, BLM inh -8%, BAZ2B inh -24%, JMJD2A Tudor inh -31%, GLS inhibitor 2%, HP1b binding inh -3%, G9a block 40µM* and Tb PGK inh 6%.
`O=C(CN(Cc1ccccc1)C(=O)c1ccc2c(c1)OCCO2)NCc1ccc2c(c1)OCO2` gave POLI inh 17%, Pin1 inhibitor -10%, BLM inh -6%, BAZ2B inh 25%, JMJD2A Tudor inh -23%, GLS inhibitor 7%, HP1b binding inh 3%, G9a block 42%[59 µM] and Tb PGK inh inactive.
For COc1ccc(Cc2nc(C(=O)Nc3ccccc3)cs2)cc1 the results were POLI inh 30%[activator], Pin1 inhibitor 0%, BLM inh -7%, BAZ2B inh 30%, JMJD2A Tudor inh 68%[activator], GLS inhibitor -13%, HP1b binding inh 78%[activator], G9a block 62%[activator][59 µM] and Tb PGK inh -7%.
Screening CC1CCN(S(=O)(=O)c2ccc3c(c2)CCN3)CC1 returned POLI inh 7%, Pin1 inhibitor 5%, BLM inh -5%, BAZ2B inh -25%, JMJD2A Tudor inh -25%, GLS inhibitor -15%, HP1b binding inh 39%[activator], G9a block 17%[59 µM] and Tb PGK inh -3%.
COc1cc(OC)cc(C(=O)NCc2n[nH]c(=S)n2-c2ccccc2)c1 was read as POLI inh inconclusive, Pin1 inhibitor -6%, BLM inh 5%, BAZ2B inh 10%, JMJD2A Tudor inh 7.9µM*, GLS inhibitor 6%, HP1b binding inh 18% and G9a block 7%[0.0925 µM].
Screening C=C(C)CN(CC)C(=O)CSc1nc(O)cc(=O)n1C1CCCC1 returned POLI inh -6%, Pin1 inhibitor -1%, BLM inh -7%, BAZ2B inh -15%, JMJD2A Tudor inh -5%, GLS inhibitor 8%, HP1b binding inh 35%[activator], G9a block -8% and Tb PGK inh -5%.
Screening Cc1ccc(NC(=O)CCn2cccn2)c(C)c1 returned POLI inh 41%[activator], Pin1 inhibitor -7%, BLM inh -1%, BAZ2B inh -1%, JMJD2A Tudor inh -8%, GLS inhibitor 3%, HP1b binding inh 6%, G9a block 8%[59 µM] and Tb PGK inh 0%.
Screening Cc1ccc(C(=O)OCC(=O)c2ccc(CC(=O)N3CCOCC3)s2)cc1C returned POLI inh 22µM*, Pin1 inhibitor inconclusive, BAZ2B inh 50µM*, JMJD2A Tudor inh inconclusive, GLS inhibitor 1%, HP1b binding inh 19%, G9a block inconclusive and Tb PGK inh -13%.
Screening CC[C@]12c3[nH]c4ccc(OC)cc4c3CCN1C(=O)C(CC(=O)NCCCn1ccnc1)C[C@@H]2C(=O)N1CCN(C(=O)C2CC2)CC1 (stereo partly specified) returned POLI inh 34%[activator], Pin1 inhibitor 6%, JMJD2A Tudor inh -12%, GLS inhibitor 7%, HP1b binding inh 31% and Tb PGK inh 0%.
For CCOc1cccc(CN2CCC(CCC(=O)NC3CC3)CC2)c1O the results were POLI inh 19%, Pin1 inhibitor 1%, BLM inh 0%, BAZ2B inh -4%, JMJD2A Tudor inh -4%, GLS inhibitor 3%, HP1b binding inh 24%, G9a block 39% and Tb PGK inh -11%.
Screening CCC1Sc2ccc(S(=O)(=O)CCC(=O)Nc3cccc(Br)c3)cc2NC1=O (stereo unspecified) returned POLI inh 7%, Pin1 inhibitor 16%, BLM inh -8%, BAZ2B inh inconclusive, JMJD2A Tudor inh 25µM*, GLS inhibitor 0%, HP1b binding inh inconclusive, G9a block -6%[59 µM] and Tb PGK inh inactive.
`O=[N+]([O-])c1ccc(O)c(C=Nc2ccc3c(c2)OCO3)c1` gave POLI inh -9%, Pin1 inhibitor inconclusive, BLM inh -9%, BAZ2B inh -11%, JMJD2A Tudor inh -9%, GLS inhibitor inconclusive, HP1b binding inh 17% and Tb PGK inh -7%.
CC1(C)CC(NC(=O)COc2cc3oc(=O)c4c(c3cc2Cl)CCC4)CC(C)(C)N1 was read as POLI inh 23%, Pin1 inhibitor 5%, BLM inh 79%[activator], BAZ2B inh -13%, JMJD2A Tudor inh -19%, GLS inhibitor -5%, HP1b binding inh 20%, G9a block 1% and Tb PGK inh -2%.
For O=C(/C=C/c1ccco1)NCCCN1CCOCC1 the results were POLI inh 175%[activator], Pin1 inhibitor 0%, BLM inh -4%, BAZ2B inh -17%, JMJD2A Tudor inh -5%, GLS inhibitor 5%, HP1b binding inh 22%, G9a block 2%[12.7 µM] and Tb PGK inh 3%.
Screening O=C(Nc1nc(-c2ccccc2)c(C(=O)c2ccccc2)s1)c1ccc(S(=O)(=O)N2CCCCC2)cc1 returned POLI inh 11%, Pin1 inhibitor 1%, BLM inh -6%, BAZ2B inh -5%, JMJD2A Tudor inh -23%, GLS inhibitor -3%, HP1b binding inh 13%, G9a block -13%[59 µM] and Tb PGK inh 5%.
For CCOc1ccc(CN(C)CC(=O)Nc2ccc3c(c2)CCC3)cc1OC the results were POLI inh 97%[activator], Pin1 inhibitor -1%, BLM inh -2%, BAZ2B inh -17%, JMJD2A Tudor inh -17%[57.1 µM], GLS inhibitor -11%, HP1b binding inh 8%, G9a block 0% and Tb PGK inh inactive.
Screening Nc1cc2c(cc1C(=O)c1ccccc1F)OCCO2 returned POLI inh -26%, Pin1 inhibitor 2%, BLM inh -1%, BAZ2B inh inconclusive, JMJD2A Tudor inh -35%, GLS inhibitor -1%, HP1b binding inh -2%, G9a block inconclusive and Tb PGK inh -6%.
O=C(Nc1ccc2c(c1)OCO2)C1CCCN(S(=O)(=O)Cc2ccccc2)C1 (stereo unspecified) was read as POLI inh 3%, Pin1 inhibitor 14%, BLM inh -11%, BAZ2B inh 1%, JMJD2A Tudor inh 2%, GLS inhibitor 3%, HP1b binding inh 35%, G9a block -26%[59 µM] and Tb PGK inh -9%.
For O=C(CSc1nc2ccccc2[nH]1)Nc1ccccc1F the results were POLI inh -24%, Pin1 inhibitor -3%, BLM inh -7%, BAZ2B inh 1%, JMJD2A Tudor inh -4%, GLS inhibitor -11%, HP1b binding inh 6%, G9a block -21%[59 µM] and Tb PGK inh -9%.
COc1ccc(OCCn2c(C(C)Oc3ccccc3)nc3ccccc32)cc1 (stereo unspecified) was read as POLI inh -1%, Pin1 inhibitor 1%, BLM inh -12%, BAZ2B inh 0%, JMJD2A Tudor inh -6%, GLS inhibitor -6%, HP1b binding inh 47%[activator], G9a block 8%[59 µM] and Tb PGK inh -5%.

The closing 2 records of the section above come first, to join the parts.
For O=C(CSc1nc2ccccc2[nH]1)Nc1ccccc1F the results were POLI inh -24%, Pin1 inhibitor -3%, BLM inh -7%, BAZ2B inh 1%, JMJD2A Tudor inh -4%, GLS inhibitor -11%, HP1b binding inh 6%, G9a block -21%[59 µM] and Tb PGK inh -9%.
COc1ccc(OCCn2c(C(C)Oc3ccccc3)nc3ccccc32)cc1 (stereo unspecified) was read as POLI inh -1%, Pin1 inhibitor 1%, BLM inh -12%, BAZ2B inh 0%, JMJD2A Tudor inh -6%, GLS inhibitor -6%, HP1b binding inh 47%[activator], G9a block 8%[59 µM] and Tb PGK inh -5%.
`CC(=O)Nc1nnc(CCS(=O)(=O)c2ccc(C)c(C)c2)s1` gave POLI inh -1%, Pin1 inhibitor 0%, BLM inh -7%, BAZ2B inh -2%, JMJD2A Tudor inh -9%, GLS inhibitor 3% and HP1b binding inh 42%[activator].
For CN(Cc1ccccc1)S(=O)(=O)c1csc(C(N)=O)c1 the results were POLI inh -2%, Pin1 inhibitor 1%, BLM inh -4%, BAZ2B inh inconclusive, JMJD2A Tudor inh 1%, GLS inhibitor -3%, HP1b binding inh 48%[activator], G9a block 23%[59 µM] and Tb PGK inh -7%.
Screening Cc1c(NC(=O)C(C)OC(=O)c2ccc(NC(=O)CC#N)cc2)c(=O)n(-c2ccccc2)n1C (stereo unspecified) returned POLI inh 24%, Pin1 inhibitor 3%, BAZ2B inh -6%, JMJD2A Tudor inh -9%, GLS inhibitor 0%, HP1b binding inh 8%, G9a block -11% and Tb PGK inh -8%.
For COc1ccc(-c2cn3c(n2)sc2cc(C(=O)NCc4cccs4)ccc23)cc1 the results were POLI inh 29%, Pin1 inhibitor 1%, BLM inh -1%, BAZ2B inh 0%, JMJD2A Tudor inh -4%, GLS inhibitor 3%, HP1b binding inh 22%, G9a block -6%[59 µM] and Tb PGK inh -1%.
Screening Cc1[nH]c2ccccc2c1C(=O)CN1CCN(c2ccc(Cl)cc2)CC1 returned POLI inh 22%, Pin1 inhibitor -3%, BLM inh -7%, BAZ2B inh -12%, JMJD2A Tudor inh -29%, GLS inhibitor 2%, HP1b binding inh 3%, G9a block 5% and Tb PGK inh -8%.
Screening COc1ccc(C(CNC(=O)CCNS(=O)(=O)c2ccc(Br)cc2)N2CCCC2)cc1 (stereo unspecified) returned POLI inh 17%, Pin1 inhibitor 1%, BAZ2B inh 10%, JMJD2A Tudor inh -26%, GLS inhibitor 15%, HP1b binding inh 5%, G9a block -38% and Tb PGK inh -8%.
For Cc1nnc(NC(=O)c2ccccc2F)s1 the results were POLI inh 32%[activator], Pin1 inhibitor 4%, BLM inh -3%, BAZ2B inh -3%, JMJD2A Tudor inh -6%, GLS inhibitor 0%, HP1b binding inh 10%, G9a block 17%[12.7 µM] and Tb PGK inh -10%.
CCc1ccc(NC(=O)c2ccc(F)c(S(=O)(=O)NCc3ccc(Cl)c(Cl)c3)c2)cc1 was read as POLI inh -1%, Pin1 inhibitor 9%, BLM inh -6%, BAZ2B inh 0%, JMJD2A Tudor inh -20%, GLS inhibitor -8%, HP1b binding inh 32%[activator], G9a block 4%[59 µM] and Tb PGK inh 9%.
COc1ccc(Cl)cc1S(=O)(=O)NC1CC(C)(C)NC(C)(C)C1 was read as POLI inh 34%[activator], Pin1 inhibitor -6%, BLM inh 1%, BAZ2B inh -1%, JMJD2A Tudor inh 5%[11.4 µM], GLS inhibitor -4%, HP1b binding inh 29%, G9a block 7% and Tb PGK inh inactive.
`CCCCCn1nc(C(=O)N(CCOC)c2c(N)n(CCCC)c(=O)[nH]c2=O)c2ccccc2c1=O` gave POLI inh 35%[activator], Pin1 inhibitor 0%, BAZ2B inh -5%, JMJD2A Tudor inh -4%, GLS inhibitor 1%, HP1b binding inh 35%, G9a block 1%[59 µM] and Tb PGK inh -2%.
